From PubChem
Rab9 promoter act – Rab9 promoter activation; Potency, µM (doses to about 9.22 µM), for inactives: top-dose activation, negative = inhibition, hits mostly activators; AID 485297; Huh7 Rab9 promoter-luciferase reporter, luminescence, 24 h; 2.8% of 320,000 active; further: potency means the concentration at half of the fitted maximal effect; % of control where 0% means no effect; nearly all actives have a fitted effect of over 60% in size
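Using Huh7 cells stably transfected with Rab9 promoter–luciferase, compounds were incubated 24 h at 37 °C, 5% CO2; luciferase luminescence was read 10 min after reagent addition.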
MBNL1-CUG inh – inhibitors of human MBNL1 binding to CUG repeat RNA | TR-FRET MBNL1-His/biotin-(CUG)12 binding, 665/545 ratio | Potency, µM (top dose mostly 57.5 µM), for inactives: top-dose activity change, negative = inhibition, most hits filed as inhibitors | 0.036% of 280,000 active | AID 2675; active means well fitted inhibition curve with a large enough effect in the signal ratio, with a control signal flat, not every such curve was filed as active; inconclusive means small, poorly fitted or top-dose-only effect, or effect the other way, or a change in a side signal; inactive means no such curve, though single readings can be large or run the other way; the % refers to the signal ratio; further: potency means the concentration at half of the fitted maximal effect; on the % scale 0 is the no-effect control and ±100 the full control effect
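TR-FRET readout: Ex 340 nm, 665/545 nm emission ratio, normalized to buffer-only (basal) and MBNL1-(CUG)12 controls. Complex of MBNL1-His with Biotin-(CUG)12, compounds 92 nM–58 uM, incubated 60 min at room temperature.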
NPC1 prom act – activates the NPC1 promoter | Potency, µM (doses to about 9.22 µM), for the others: at the top dose activation, most hits filed as activators | Huh7 NPC1 promoter luciferase reporter, 24 h | 2.4% of 320,000 active;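 further: potency means the concentration at half of the fitted maximal effect; % of control where 0% means no effect; nearly all actives have a fitted effect of over 60% in size; reporter is driven by a mutant NPC1 promoter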
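Stable NPC1-promoter luciferase Huh7 line; cpd (DMSO) 24 h, 37 °C, 5% CO2; Amplite luciferase reagent 10 min RT; luminescence readout. qHTS format.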
FLuc counter – inhibits or activates purified firefly luciferase, miR-21 counter-screen; P08659; purified FLuc, Km substrates, luminescence inhibition; Potency, µM (top dose mostly 57.5 µM), for inactives: top-dose activity change, negative = inhibition, usual class: inhibitors; 6.9% of 360,000 active; AID 588342;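 further: potency means the concentration at half of the fitted maximal effect; plate controls were vehicle for no effect and reference inhibitor for full effect; nearly all actives have a fitted effect of over 55% in size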
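Purified P. pyralis luciferase (10nM final) with 10uM D-luciferin and 10uM ATP (Km levels) in 50mM Tris acetate pH 7.5, 10mM Mg acetate, 0.01% Tween-20, 0.05% BSA; qHTS 6-point titration, ~60 µM downward; luminescence read.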
RORg inh – inhibitors of mouse ROR gamma transcriptional activity | P51450 | Drosophila S2 Gal4-RORgamma UAS-luciferase reporter, 20 h | Potency, µM (top dose mostly 53.6 µM), without a hit: top-dose activity change, negative = inhibition, actives largely listed as inhibitors | 5.4% of 310,000 active | AID 2551; further: potency means the concentration at half of the fitted maximal effect; on the % scale 0 is the no-effect control and ±100 the full control effect; nearly all actives have a fitted effect of over 60% in size
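Schneider cells (Drosophila), stable Gal4 DBD–ROR gamma + UAS-luc; 1 hr cmpd preincubation; Cu2+ induction 700 uM final; 20 hr ambient; luminescence.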
ELG1 repair inh – blocks ELG1-dependent DNA repair in HEK293T cells; AID 504467; HEK293T ELG1-luciferase reporter, luminescence, 16 h; DNA damage induced by 5-fluorouridine; Potency, µM (doses to about 46.1 µM), for inactives: top-dose activity change, negative = inhibition, hits mostly inhibitors; 2.3% of 330,000 active; further: potency means the concentration at half of the fitted maximal effect; on the % scale 0 is the no-effect control and ±100 the full control effect; nearly all actives have a fitted effect of over 55% in size
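HEK293T cells expressing luciferase-tagged ELG1 (2,000/well) received 5-Fluorouridine plus compound or DMSO for 16 hr at 37 °C. Luciferase was read by ONE-Glo luminescence after 30 min at room temperature.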
PKM2 activator – PKM2 (human) enzyme activation; 0.34% of 260,000 active; Potency, µM (top dose mostly 57.5 µM), for inactives: at the top dose activation, usual class: activators; P14618; purified PKM2, Kinase-Glo ATP luminescence, activation; response scale: 0% is enzyme alone, no compound; further: potency means the concentration at half of the fitted maximal effect; on the % scale 0 is the no-effect control and ±100 the full control effect; nearly all actives have a fitted effect of over 55% in size
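hPK-M2, >95% pure; 0.1 mM ADP / 0.5 mM PEP final; imidazole pH7.2 buffer w/ 7 mM MgCl2, 50 mM KCl; 1 h RT; Kinase-Glo lum. Intermediate enzyme activity for dual inhibitor/activator qHTS.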
Menin MLL FP TR – menin-MLL binding inhibition, Texas Red mutant peptide | 0.23% of 270,000 active | Potency, µM (doses to about 61.6 µM), for the others: at the top dose FP activity change, negative = inhibition, usual class: inhibitors | Menin + Texas Red MLL mutant peptide, fluorescence polarization | AID 1768; active means well fitted inhibition curve with a large enough effect in the polarisation, with a control signal flat, not every such curve was filed as active; inconclusive means small, poorly fitted or top-dose-only effect, or effect the other way, or a change in a side signal; inactive means no such curve, though single readings can be large or run the other way; the % refers to the polarisation; further: potency means the concentration at half of the fitted maximal effect; % of control where 0% means no effect; many of its hits are not listed in these tables
KCNH2 3.1 inh – KCNH2 3.1 (human) potassium channel inhibition; U2OS KCNH2 3.1, thallium flux FluxOr; stronger effect = lower value; activity change, % (tested at about 1.8 µM); 0.95% of 340,000 active; AID 720553;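 active means maximum activity change below -70%; inconclusive means maximum activity change from -70% to -50%; inactive means maximum activity change above -50%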;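 further: thallium influx rate constant from kinetic fluorescence after stimulation buffer; on the % scale 0 is the no-effect control and ±100 the full control effect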
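Steps: virus added to U2OS suspension (4 h, RT, dark); medium with 10% FBS added, cells plated, 37 C overnight; FluxOr/Red40 loading buffer 45 min RT; stimulation buffer, 2 min kinetic read; rate constant normalized.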
Gal4-VP16 FLuc – Gal4-VP16 reporter inhibition counter-screen; Drosophila S2 Gal4-VP16 UAS-luciferase, luminescence, 20 h; Potency, µM (series often up to 53.6 µM), inactives show at the highest dose activity, negative = inhibition, hits mostly inhibitors; 3.5% of 310,000 active;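 further: Gal4-VP16 expression switched on by copper sulfate through the metallothionein promoter; potency means the concentration at half of the fitted maximal effect; on the % scale 0 is the no-effect control and ±100 the full control effect; nearly all actives have a fitted effect of over 50% in size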
Mito fusion yeast – blocks mitochondrial division or promotes mitochondrial fusion | S. cerevisiae fusion-defective mutant growth rescue, CellTiterGlo 48 h | Potency, µM (highest dose often 46.1 µM), for inactives: at the top dose growth rescue (activation), hits mostly activators | 0.23% of 320,000 active | AID 485298;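 further: potency means the concentration at half of the fitted maximal effect; % of control where 0% means no effect; nearly all actives have a fitted effect of over 45% in size; temperature-sensitive fusion mutants such as fzo1-1 at 37 °C on non-fermentable ethanol glycerol medium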
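Compounds are tested for their ability to restore growth of mitochondrial fusion-defective yeast strains at non-permissive 37C in YPEG medium over 48 hours. Viability is quantified by luciferase luminescence.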
* = called active by the depositor; ? = inconclusive; / = no result given; & = joins results of further samples; [ ] = dose if it differs, or a comment. Unless noted, the call rests on the fitted dose curve; in most records, active means well fitted curve in the direction sought with a large enough effect; inconclusive means small, poorly fitted or top-dose-only effect, or another doubt; inactive means no such curve, though single readings can be large; an effect the other way counts as inactive or inconclusive. These rows are one share of the data; the hit share may differ from the screen's.

Under each structure – Rab9 promoter act	MBNL1-CUG inh	NPC1 prom act	FLuc counter	RORg inh	ELG1 repair inh	PKM2 activator	Menin MLL FP TR	KCNH2 3.1 inh	Gal4-VP16 FLuc	Mito fusion yeast
COC(=O)Cn1c(=NC(=O)C(C)C)sc2c(C)cc(C)cc21
 : -2%	?	-1%	?	19%	-5%	2%	9%	7	3%	0%
CCOCCCN(C)C1CCN(C(=O)c2oc3ccccc3c2NC(=O)Cc2ccc([N+](=O)[O-])cc2)CC1
 : -2%	13%	-1%	2%	-22%	?	/	/	-100*	-2%	-3%
O=C(CCc1ccccn1)N1CCCC(N2CCN(c3cccc(C(F)(F)F)c3)CC2)C1 (centres undefined)
 : -1%	-3%	-2%	1%	2%	1%	/	/	-6	0%	-1%
Nc1nc(-c2ccccc2)cs1
 : 29%	-3%	21%	?	8%&31%	?	1%	0%	7	6%&-16%	2%
OCC[C@@H]1C[C@@H](O)[C@H](O)[C@]2(OCCCc3ccccc32)O1
 : 1%	0%	1%	-1%	-7%	13%	-4%	11%	-19	0%	3%
Cc1ccccc1NC(=O)NCC1CCN(Cc2cccc(Cl)c2)CC1
 : -1%[1.84 µM]	3%	-9%	-1%	12%	17%	/	-21%	?	1%	12%
O=C(CC1SC(N2CCCCC2)=NC1=O)Nc1cccc(C(F)(F)F)c1 (centres undefined)
 : -1%	-7%	0%	-11%	20%	-2%	-6%	35%[activator]	2	-4%	-1%
N#Cc1ccc(OCC(O)CN2CCC(C(O)(c3ccccc3)c3ccccc3)CC2)cc1 (centres undefined)
 : -1%	-3%	2%	1%	-3%	-1%	0%	/	-120*	-5%	-22%
CSCC[C@H](NC(=O)[C@H](Cc1ccccc1)n1c(=O)[nH]c2ccccc2c1=O)C(=O)N1CCC[C@H]1C(=O)O
 : 0%	-1%	0%	0%	-8%	-6%	1%	6%	-4	1%	-2%
COc1ccc(C(C)=O)cc1CC(=O)NCCCn1ccnc1
 : -3%	-6%	1%	-1%	-14%	17%	-1%	-11%	-1	1%	-2%
COc1ccc(CC(=O)NCC(=O)N/N=C/c2c[nH]c3ccccc23)cc1
 : 4%	7%	0%	1%	-23%	-2%	3%	-14%	-1	1%	-4%
CC(=C\c1ccco1)/C=C(\C#N)C(=O)NCCc1c[nH]c2ccccc12
 : 4%	21%	-1%	-1%	?	?	-8%	?	1	-20%	2%
COc1ccc(OC)c(NS(=O)(=O)c2ccc(-c3coc(C)n3)cc2)c1
 : -1%	4%	-5%	2%	40%	-3%	-4%	1%	-10	-10%	-8%
CCn1nc(C)cc1C(=O)N1CCCC(C(=O)c2ccccc2SC)C1 (centres undefined)
 : -3%	4%	-1%	-1%	44%	-4%	/	0%	0	-22%	5%
O=C(COC(=O)c1cccs1)c1ccccc1
 : 4µM*	-2%	?	0.85µM*	39%	?	-9%	13%	-18	0%	-3%
O=C(C1=C[C@@H]2[C@H]3C(=O)N(c4ccccc4)C(=O)[C@H]3[C@@H](C(=O)c3ccc(Cl)cc3)N2C=C1)c1ccccc1
 : -3%	23%	-2%	-1%	-1%	6%	7%	?	/	5%	0%
Cc1ccccc1C(=O)NCCCn1ccnc1
 : 13%	-1%	-1%	3%	-16%	-7%	/	-19%	19	0%	3%
CCN1CCN(CCNC(=O)Nc2ccc([N+](=O)[O-])cc2)CC1
 : 1%	?	0%	1%	-6%	4%	-1%	3%	-15	6%	1%
Cc1[nH]c2ccccc2c1SCC(=O)N1CCCCC1
 : 0%	0%	-1%	-17%	9%	2%	0%	9%	-8	?	-4%
Cc1cc(C)n(/N=C/c2c[nH]c3ccccc23)c(=O)c1C#N
 : -2%	0%	0%	0%	5%	12%	-14%	?	-6	-5%	-2%
COc1ccc(CCNC(=O)c2ccc(CS(=O)(=O)c3ccc(Cl)cc3)o2)cc1OC
 : -18%	-10%	-7%	1%	?	?	0%	2%	-11	-1%	0%
Cc1ccc2c(c1)C1CN(C)CCC1N2CC(=O)N(C)c1ccccc1 (centres undefined)
 : -2%	7%	-4%	1%	-1%	1%	2%	-2%	1	-6%	-2%
COc1ccc(NC(=S)N2CCN(C/C=C/c3ccccc3)CC2)cc1
 : 1%	-17%	-1%	0%	?	?	1%	8%	-7	?	-1%
COc1ccc(Cl)cc1NC(=S)N1CCCC1
 : -1%	-7%	4%	0%	-26%	-7%	-1%	-3%	1	9%	-4%
O=C(NCc1ccccn1)Nc1ccccc1C(F)(F)F
 : -6%	-2%	2%	-1%	0%	-2%	/	/	11	1%	-4%
Cc1[nH]c(C)c2c(=O)[nH]ncc12
 : 2%	/	0%	-3%	-44%	?	-1%	/	12	2%	1%
Cc1c(N2C(=O)CSC2c2ccco2)c(=O)n(-c2ccccc2)n1C (centres undefined)
 : -3%	-8%	1%	-6%	-13%	11%	-2%	/	7	1%	-3%
CC(=O)N1CCOc2ccc(S(=O)(=O)Nc3ccc(C)cn3)cc21
 : -3%	4%	4%	1%	0%	1%	/	5%	-8	16%	-8%
C[C@H](NC(=O)Nc1cccc(Br)c1)C(=O)O
 : 3%	1%	1%	-3%	0%	3%	4%	/	2	-2%	-1%
COC(=O)C(Cc1ccccc1)NCC(=O)Nc1cccc(Cl)c1C (centres undefined)
 : -7%[1.84 µM]	1%	-2%	-3%	-31%	9%	/	?	-5	-6%	0%
O=C(NCc1ccc2c(c1)OCO2)c1ccc(NC(=O)C2CCCO2)cc1 (centres undefined)
 : -5%	-2%	-3%	-4%	10%	-12%	-17%	0%	3	8%	-1%
COc1ccc(C(CNC(=O)C(CCSC)NC(=O)c2ccccc2Cl)N2CCCCC2)cc1 (centres undefined)
 : -1%	/	1%	1%	/	-18%	/	/	5	/	-3%
O=C(CN1C(=O)NC2(CCOc3ccccc32)C1=O)c1ccc(F)c(F)c1 (centres undefined)
 : -7%	/	-3%	0%	/	21%	/	/	6	/	-2%
COCCN1C(=O)C(=O)/C(=C(/O)c2cccc(OC)c2)C1c1ccc(C)o1 (centres undefined)
 : -2%	4%	1%	-5%	-19%	10%	0%	-7%	10	0%	-1%
Cc1ccc(C(=O)Nc2cccc(NC(=O)c3cccs3)c2)c(C)c1
 : 6%	-2%	0%	12µM*	73%	-18%	0%	19%	-4	22%	-1%
Cc1ccc(CNC(=O)C2CC(c3ccccc3[N+](=O)[O-])=NO2)cc1 (centres undefined)
 : -3%	?	-1%	?	32%	1%	-4%	?	8	1%	0%
CCn1nc(C(=O)NNC(=O)COc2ccccc2C)c2ccccc2c1=O
 : -7%	-3%	0%	3%	4%	3%	3%	-4%	15	-3%	6%
CC1CN(CCCCN2C(=O)c3ccccc3C2=O)CC(C)O1 (centres undefined)
 : 2%	?	-2%	0%	-5%	16%	-2%	-7%	-3	-13%	-8%
Cc1cc(C)cc(C(=O)NC(=S)Nc2ccc(Cc3ccncc3)cc2)c1
 : -10%	-15%	-4%	2%	7.9µM*	?	-5%	5%	-11	?	12%
N#C/C(=C\c1ccc(OCc2ccccc2)cc1)C(=O)Nc1ccc(C(=O)O)cc1
 : -1%	-3%	-6%	?	21%	?	?	?	4	6%	0%
O=c1[nH]nc(Cc2ccccc2)c2ccccc12
 : -15%	-2%	-3%	2%	4%	29%	2%	/	2	4%	-1%
Cc1cccc(N2CC(C(=O)Nc3ccc(S(=O)(=O)Nc4nccs4)cc3)CC2=O)c1C (centres undefined)
 : 0%	1%	0%	2%	13%	17%	/	/	12	-2%	1%
Cc1occc1C(=O)Nc1cc(S(=O)(=O)N2CCOCC2)ccc1OC(C)C
 : -1%	/	-3%	0%	/	-21%	/	/	-8	/	1%
CCCCN(C)C(=O)c1nc2ccccn2c1CN1CCN(C(=O)c2cccs2)CC1
 : -1%	-15%	-8%	-1%	9%	-12%	-1%	-10%	11	-2%	1%
CCOC(=O)N1CCN(Cc2nc3ccc([N+](=O)[O-])cc3c(=O)n2-c2ccc(OC)cc2OC)CC1
 : -4%	?	1%	-1%	-1%	-1%	/	-13%	-1	-15%	-14%
O=C(C[n+]1ccccc1)N/N=C/c1ccccc1[N+](=O)[O-]
 : 12%	?	9%	1%	2%	1%	-3%	11%	4	11%	4%
